Screening results (PubChem BioAssay)
PMI act hi M6P: increases human PMI activity with near-saturating mannose 6-phosphate | activation factor at 20 µM | P34949 | coupled PMI enzyme assay, resazurin fluorescence, 20 min; hits give high values; 1 = untreated enzyme, 0 = substrate-free blank | 190,000 compounds, 0.34% hits;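 active = activation factor of 2 or more at 20 µM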
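Material: human phosphomannose isomerase with PGI, G6PDH, diaphorase coupling enzymes. Quantity: 15 ng/mL PMI. Medium: HEPES pH 7.4 buffer with MgCl2 and Tween-20. Reagent: Near-saturating mannose-6-phosphate, 1.0 mM. Compound: 20 µM single dose. Times: enzyme reaction with compound 20 min at room temperature. Detection: resorufin fluorescence at Ex 544/Em 590 nm.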
TNAP inh noacc: inhibitors of human TNAP without phosphate acceptor; P05186; AID 1012; purified TNAP, CDP-star luminescence, 30 min; 200,000 compounds, 0.26% hits; inhibition, % at 20 µM;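 active = tissue-nonspecific alkaline phosphatase inhibition above about 50% at 20 µM in the single-dose screen, limit read from the data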;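 also: 0% = DMSO negative control and 100% = EDTA positive control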
Target sequence (P05186 whole entry, looked up): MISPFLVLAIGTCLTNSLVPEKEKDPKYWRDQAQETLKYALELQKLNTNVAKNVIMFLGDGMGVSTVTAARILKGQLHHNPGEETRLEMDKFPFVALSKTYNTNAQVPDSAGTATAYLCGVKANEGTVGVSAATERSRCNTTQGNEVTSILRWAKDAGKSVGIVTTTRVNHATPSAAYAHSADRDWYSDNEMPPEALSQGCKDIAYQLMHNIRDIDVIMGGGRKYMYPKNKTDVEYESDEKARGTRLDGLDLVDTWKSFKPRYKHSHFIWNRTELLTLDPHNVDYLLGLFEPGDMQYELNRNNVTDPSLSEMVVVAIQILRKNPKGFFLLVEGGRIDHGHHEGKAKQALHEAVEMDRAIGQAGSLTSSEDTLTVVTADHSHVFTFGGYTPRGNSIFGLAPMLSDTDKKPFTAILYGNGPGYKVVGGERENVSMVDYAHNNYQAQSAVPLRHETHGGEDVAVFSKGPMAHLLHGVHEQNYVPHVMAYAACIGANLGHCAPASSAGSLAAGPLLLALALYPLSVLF
PMI act: phosphomannose isomerase (human) activation | P34949 | purified human PMI, coupled resazurin fluorescence, 20 min; hits give high values; 1 = vehicle control, 0 substrate-free wells | activation factor at 20 µM | 190,000 compounds, 0.005% hits | AID 1214;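 active = activation factor of 2 or more at 20 µM, relative to plate controls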
NF-kB expr up: NF-kB expression increase, human neuronal cells; NF-kB reporter expression; hits give high values; fold change at 12.5 µM; 190,000 compounds, 1.6% hits; AID 1239; in the data active = fold change above about 3.3
TNAP act hi DEA: increases human TNAP activity under high phosphate acceptor concentration | purified TNAP, CDP-star luminescence, 1 M DEA, 30 min; hits give high values; 0 = EDTA background, 1 = DMSO-only activity | activation factor at 20 µM | 200,000 tested, under 10 active;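 active = activation factor at least 2 at 20 µM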
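Assay system: human TNAP; Input: enzyme diluted 1/800 final; Reagent: CDP-star luminogenic substrate at 100 µM final; Timing: 30 min, room temperature; Signal: luminescence; Evaluation: TNAP activation factor scaled between EDTA and DMSO control wells.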
bIAP act: intestinal alkaline phosphatase (bovine) activation; purified bovine IAP, CDP-star luminescence, 30 min; hits give high values; fold of DMSO-control signal, blank-subtracted; activation factor at 20 µM; 200,000 compounds, 0.17% hits; AID 1016;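 active = activation factor of 2 or more at 20 µM, a signal rise over negative controls twice the positive control's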
FLuc stim CS: affects firefly luciferase, flagging false hits in luciferase stimulation screens | P08659 | ATPlite luciferase biochemical, luminescence, 10 min; 0 = ATP-free wells, 1 = DMSO control | activation factor at 10 µM | 200,000 tested, under 10 active | AID 1027;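 active = luciferase activation factor, scaled between plate controls, of at least 2 with compound at 10 µM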
Target sequence (P08659 whole entry, looked up): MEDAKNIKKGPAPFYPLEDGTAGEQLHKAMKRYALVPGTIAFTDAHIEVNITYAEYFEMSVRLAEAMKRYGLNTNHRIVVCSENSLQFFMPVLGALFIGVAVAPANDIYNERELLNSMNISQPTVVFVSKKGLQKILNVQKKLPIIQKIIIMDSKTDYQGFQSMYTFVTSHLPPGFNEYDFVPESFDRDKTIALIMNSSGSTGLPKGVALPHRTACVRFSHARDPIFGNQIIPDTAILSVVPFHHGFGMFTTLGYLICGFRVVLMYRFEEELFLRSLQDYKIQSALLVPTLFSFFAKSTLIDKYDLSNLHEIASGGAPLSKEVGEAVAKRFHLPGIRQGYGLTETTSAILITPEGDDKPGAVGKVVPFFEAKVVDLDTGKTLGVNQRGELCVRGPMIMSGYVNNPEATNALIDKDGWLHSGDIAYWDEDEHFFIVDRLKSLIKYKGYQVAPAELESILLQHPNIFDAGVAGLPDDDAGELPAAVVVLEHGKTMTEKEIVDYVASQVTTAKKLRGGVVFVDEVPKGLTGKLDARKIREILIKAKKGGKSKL
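test system = cell-free luciferase reagent | medium = PBS as buffer for the ATP substrate | dosing = test compounds dosed from 2 mM stocks in 100% DMSO | incubation = 10 min at ambient temperature | detection = luminescence measurement of luciferase light output | benchmarks = low control with PBS replacing ATP, high control enzyme plus ATP without compound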
TNAP inh hi DEA: blocks human TNAP under high phosphate acceptor concentration. AID 1135. 200,000 compounds, 0.03% hits. inhibition, % at 20 µM. P05186. purified TNAP, CDP-star luminescence, 1 M DEA;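 active = over 50% inhibition of tissue-nonspecific alkaline phosphatase at 20 µM in the single-dose screen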;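 also: plate controls were DMSO wells for no effect and EDTA-quenched wells as full inhibition for full effect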
FLuc inhib CS: inhibits firefly luciferase, flagging false hits in luciferase inhibition screens. inhibition, % at 10 µM. 200,000 compounds, 1.5% hits. P08659. ATPLite firefly luciferase biochemical luminescence, 10 min;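 active = inhibition above about 50% when tested at 10 µM, limit read from the data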
APP 5'UTR act: activates APP 5'UTR luciferase reporter; AID 1276; 190,000 compounds, 1% hits; SH-SY5Y APP 5'UTR luciferase reporter, luminescence; zero percent = DMSO vehicle wells; activation, % at 2 µM;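 active = activation above a set limit, based on mean plus 3 SD of controls, cut at about 140% in these data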; also: values of inactives mirror those of a sister screen read the other way
* marks the source's active call; other numbers are inactive results; . = no result given.

(1) Cc1ccc(-c2noc(CCC(=O)Nc3ccc(C)cn3)n2)cc1
(2) COc1ccc(C(=O)c2cc([N+](=O)[O-])ccc2N2CCOCC2)cc1
(3) Cc1ccc(S(=O)(=O)CCC(=O)NCc2ccco2)cc1
(4) N#CCOc1nc(N2CCOCC2)nc(N2CCOCC2)n1
(5) CC1CCN(C(=O)C(Cc2ccccc2)NS(=O)(=O)c2ccc3c(c2)oc(=O)n3C)CC1 (stereo not drawn)
(6) CC(C)(C)NC(=O)Cn1c(SCC(=O)NCc2cccs2)nc2ccccc21
(7) CC(C)(C)NC(=O)CSc1nc(N)c(-c2ccccc2)c(=O)[nH]1
(8) CCOc1ccc(-n2c(SCC(=O)Nc3ccc(Br)cc3)nc3n[nH]c(C)c3c2=N)cc1
entry no.	1	2	3	4	5	6	7	8
PMI act hi M6P	1.1	1	1.1	1	0.9	1	1.1	1
TNAP inh noacc	5	4	-15	-1	-11	-12	-3	-22
PMI act	1.1	1.1	1	1	0.9	1	1	1
NF-kB expr up	1	3.4*	1.1	1.2	0.88	1	1.1	0.7
TNAP act hi DEA	1.1	0.9	1	1	1	1	1	1
bIAP act	1	1.1	0.8	1	1	1	1	1.2
FLuc stim CS	1	1.1	1	1.1	1	1	1.1	1
TNAP inh hi DEA	-6	8	-4	-2	-5	-2	-2	-4
FLuc inhib CS	-2	-6	-5	-6	-1	-4	-6	-4
APP 5'UTR act	12	-93	6	-15	12	-12	18	-15

Full records from above:
CCOc1ccc(-n2c(SCC(=O)Nc3ccc(Br)cc3)nc3n[nH]c(C)c3c2=N)cc1 reads PMI act hi M6P: 1; TNAP inh noacc: -22; PMI act: 1; NF-kB expr up: 0.7; TNAP act hi DEA: 1; bIAP act: 1.2; FLuc stim CS: 1; TNAP inh hi DEA: -4; FLuc inhib CS: -4; APP 5'UTR act: -15
N#CCOc1nc(N2CCOCC2)nc(N2CCOCC2)n1 reads PMI act hi M6P: 1; TNAP inh noacc: -1; PMI act: 1; NF-kB expr up: 1.2; TNAP act hi DEA: 1; bIAP act: 1; FLuc stim CS: 1.1; TNAP inh hi DEA: -2; FLuc inhib CS: -6; APP 5'UTR act: -15

(list continues)
(9) CCOC(=O)/C=C1\SCC(=O)N1CC(=O)Nc1ccccc1OC(F)F
(10) CCCNC(=O)CSc1nc2ccccc2c(=O)n1CCC
(11) CC(C)CNC(=O)c1cccc(Cn2cc(Cl)cn2)c1
(12) CCCc1cc(C(N)=O)c(NC(=O)c2cc(C)on2)s1
(13) COc1cc(NC(=O)CSCc2cnn(-c3ccccc3)c2-n2cccc2)cc(OC)c1
(14) Cc1ccc(NC(=O)c2cccc(OCc3c(C)noc3C)c2)cc1
(15) NC12NC(=O)C3(O)C4C5CC(C6C5C3C61)C42 (stereo not drawn)
(16) Cc1cc(C)nc(SCC(=O)Nc2ncccn2)n1
entry no.	9	10	11	12	13	14	15	16
PMI act hi M6P	1	1	0.9	1.1	0.9	1.1	1	1
TNAP inh noacc	-6	-18	-11	-11	-14	-20	-6	-7
PMI act	1.1	1	0.9	1	1	1.1	1	1
NF-kB expr up	1.1	1.6	0.93	1.1	0.83	1.4	1.2	1.1
TNAP act hi DEA	1	1.1	1	1.1	1	1	1	1
bIAP act	1.1	0.9	0.9	1	4.1*	1	1.1	1
FLuc stim CS	1	1.1	1	1	1	1	1	1.1
TNAP inh hi DEA	-3	-8	-1	-6	-1	0	-3	-4
FLuc inhib CS	-5	-8	-4	2	-4	2	1	-8
APP 5'UTR act	16	4	-1	-8	-5	0	40	3

(17) CCC(=O)c1ccc(N2CCN(C(=O)c3ccccc3Br)CC2)c(F)c1
(18) CCC(=O)NCc1c(Cl)cccc1-n1cccc1
(19) CC(=O)c1c(O)cc(=O)n(-c2ccccc2)c1-c1cccc2ccccc12
(20) COc1ccc(CCN=C(N)NS(=O)(=O)c2ccc(C)cc2)cc1OC
(21) CCCC(c1nnnn1CCOC)N1CCN(Cc2ccccc2)CC1 (stereo not drawn)
(22) COC(=O)CSc1nnc(CNC(=O)c2ccccc2OC)n1C
(23) Cc1cc(-n2[nH]c(C)c(C)c2=O)nc(-c2ccccc2O)n1
(24) O=C(Nc1ccccc1C(=O)N1CCCCC1)C1CCCCC1
entry no.	17	18	19	20	21	22	23	24
PMI act hi M6P	0.8	1.1	1.1	1.1	1.1	1.1	0.9	0.9
TNAP inh noacc	-2	-8	-6	-16	-9	-14	-33	-12
PMI act	0.9	1.1	1.1	1.1	1.1	1	1	1
NF-kB expr up	1.2	0.88	1.1	1.1	1.1	1.2	0.58	1.2
TNAP act hi DEA	1	1	1	1.1	1	1.1	1.1	1
bIAP act	1.1	0.9	1	1	1	1.1	1	0.8
FLuc stim CS	1	1.1	1.1	1	1	1.1	1.1	1
TNAP inh hi DEA	2	-2	1	-6	-1	-5	-9	-2
FLuc inhib CS	-2	-9	-7	-3	-4	-6	-6	-4
APP 5'UTR act	-4	13	-5	16	10	-14	14	-10

(25) CCc1ccc(CN(C)Cc2nc(-c3cccc(Cl)c3)no2)nc1
(26) CCOC(=O)N1CCN(C/C(C)=C/c2ccccc2)CC1
(27) COc1ccc(CCNC(=O)CN(CCc2ccccc2)S(C)(=O)=O)cc1
(28) CCOc1ccc(NC(=O)CC2C(=O)N(c3ccc(OC)cc3)C(=O)N2CCc2cccs2)cc1 (stereo not drawn)
(29) COc1cc(CC(=O)NCc2cccs2)cc(OC)c1OC
(30) C=C(C)CSc1nnc2n(Cc3ccccc3)c(=O)c3c4c(sc3n12)CCC4
(31) CC(=O)N(Cc1ccc(F)cc1)C1=C(NCCc2ccccc2)C(=O)c2ccccc2C1=O
(32) O=S1(=O)N=C(N/N=C/c2ccc(Br)o2)c2ccccc21
entry no.	25	26	27	28	29	30	31	32
PMI act hi M6P	1	0.9	1.1	1	1	1	1.1	1
TNAP inh noacc	-11	-10	-6	-7	-11	-9	-1	-10
PMI act	1	0.9	1	1	1	0.9	0.9	1.3
NF-kB expr up	1.1	1.3	1.1	0.82	1.1	1.1	0.15	1.1
TNAP act hi DEA	1.1	1.1	1.1	1.1	1	1	0.9	1
bIAP act	1	1	0.9	0.9	0.9	1	0.6	1.1
FLuc stim CS	1.1	1.1	1.1	1.1	1.1	1	1	1
TNAP inh hi DEA	-6	-8	-7	-5	-3	-4	6	-2
FLuc inhib CS	-8	-6	-7	-9	-7	-3	-2	5
APP 5'UTR act	19	18	-16	-3	15	19	-44	14

(33) CCOC(=O)c1c(NC(=O)c2cccnc2)sc(C)c1C
(34) O=C(CSc1nc(-c2ccccc2)c(-c2ccccc2)[nH]1)NCCN1C(=O)CSC1=O
(35) O=C(O)C1=C[C@H](c2ccc(Br)cc2)C[C@H](OCc2ccc(CO)cc2)O1
(36) Cc1cccc(N2CCN(C(=S)NCc3ccco3)CC2)c1C
(37) COc1ccc(OC(=O)c2ccc(Cl)cc2)c(C(C)=O)c1
(38) CN(C)Cc1c(O)c(Cl)cc2c3c(c(=O)oc12)CCCC3
(39) N#CC1=C(N)Nc2nc3ccccc3n2C1c1ccc(F)cc1 (stereo not drawn)
(40) CCCn1nc2cc(C(=O)NCCc3ccc(C)cc3)ccc2c1OCC
entry no.	33	34	35	36	37	38	39	40
PMI act hi M6P	0.9	0.9	1	1.1	1	1	1.1	0.9
TNAP inh noacc	-7	-11	-6	0	-5	-15	-14	-8
PMI act	0.9	0.8	1	1.1	1.1	1	1	0.9
NF-kB expr up	1.1	1.2	1.1	0.38	1.3	1.1	0.9	1.2
TNAP act hi DEA	1.1	1	1	0.9	1	1	1.1	1
bIAP act	1	1	1.1	0.9	1	1.1	0.9	1
FLuc stim CS	1.1	1.1	1	1	1	1.1	1	1
TNAP inh hi DEA	-7	-2	-3	6	-2	1	-5	-3
FLuc inhib CS	-9	-6	-4	-2	0	-8	-4	-4
APP 5'UTR act	-20	-9	11	17	34	17	-5	4

(41) O=C(NNC(=O)C1CCN(Cc2ccccc2)CC1)c1cccs1
(42) CCOC(=O)c1sc(NC(=O)c2ccccc2OCC)nc1C
(43) COc1cc(/C=N/NC(=O)[C@H](Cc2c[nH]c3ccccc23)NC(=O)OCC(C)C)cc([N+](=O)[O-])c1O
(44) CCOC(=O)CNC(=O)Nc1nnc(-c2ccc(OCC)cc2)o1
(45) O=C(CN1CCCC1)OCCCc1ccccc1
(46) COc1ccc(N(C(=O)CCl)C(C(=O)NCCc2ccccc2)c2cccs2)cc1 (stereo not drawn)
(47) COCCNC(=O)c1ccc(-n2c(SCc3ccncc3)nc3ccccc3c2=O)cc1
(48) COc1ccc(N2CC(C(=O)Nc3nccs3)CC2=O)cc1 (stereo not drawn)
entry no.	41	42	43	44	45	46	47	48
PMI act hi M6P	1	1	0.9	1	0.9	1	1	1.1
TNAP inh noacc	-2	-22	23	-13	-8	-7	0	-6
PMI act	1	0.9	0.9	1	0.9	1	1	1.1
NF-kB expr up	1.1	1.9	1.1	1.6	0.99	0.09	1.2	1.3
TNAP act hi DEA	1	1	0.7	1	1	1.1	0.9	1
bIAP act	1.1	1	1	1	0.9	0.9	1.2	1
FLuc stim CS	1.1	0.9	1	0.8	1	1.1	1	1
TNAP inh hi DEA	0	0	28	1	-1	-5	8	2
FLuc inhib CS	-6	8	1	17	0	-9	-4	-5
APP 5'UTR act	-7	25	2	17	-6	-16	16	7

(49) Cc1nc(C)n(C(C)CC(=O)O)n1 (stereo not drawn)
(50) CCOC(=O)Cc1csc(NC(=O)CSc2nnc(C3CC3)n2C)n1
(51) COc1ccc(C2CC(=O)C(C=NCCN3CCN(C(C)=O)CC3)=C(O)C2)cc1OC (stereo not drawn)
(52) Cc1cc(C(=O)Nc2sc(C)c(-c3ccc(F)cc3)c2C(N)=O)no1
(53) COc1ccc(NC(=O)c2sc3nc(C)nc(N4CCOCC4)c3c2C)c(OC)c1
(54) COC(=O)C1=C(C)NC(=O)/C1=C\c1ccc2c(c1)OCO2
(55) S=C(Nc1ccc(Cl)cc1)N(CCCN1CCOCC1)Cc1cccs1
(56) CN1CCN(C(=O)c2ccccc2NC(=O)CCN2C(=O)c3ccccc3C2=O)CC1
(57) O=C(COc1ccc(Cl)cc1)N1CCN(C(=O)c2cccc(F)c2)CC1
(58) Cc1ccc(Nc2nc(Nc3ccc(C)cc3)nc(SC3=NCCS3)n2)cc1
(59) CC(C)CC(=O)c1c[nH]c(C(=O)NCc2cccnc2)c1
entry no.	49	50	51	52	53	54	55	56	57	58	59
PMI act hi M6P	1.2	1.1	1	1	0.9	1	1.1	1	0.9	0.9	1.2
TNAP inh noacc	7	-4	-12	2	-7	0	-14	-4	-7	-19	-6
PMI act	1.2	1.1	1	1	0.9	1	1	1	0.9	0.9	1.2
NF-kB expr up	1.1	1.4	.	0.86	0.89	1.3	1.1	1	0.91	1	1.1
TNAP act hi DEA	1	1.1	1	1	1	1	1	1	1	1	1.1
bIAP act	1.3	0.9	0.9	1	0.9	1	1.1	0.9	1	0.5	0.9
FLuc stim CS	1.1	1.1	1	0.6	1	1	1.1	1.1	1	1.1	1
TNAP inh hi DEA	3	-5	-4	-2	-4	1	1	-4	0	-3	-10
FLuc inhib CS	-8	-8	-4	40	-4	0	-7	-9	-1	-7	-2
APP 5'UTR act	-17	-9	.	51	4	-6	-9	19	-13	25	29
